Screens as filed in PubChem.
NPC1 promoter act – qHTS Assay for NPC1 Promoter Activators; Huh7 NPC1 promoter luciferase reporter, 24 h; Potency, µM (titrated, usually from 9.22 µM), for the others: at the top dose activation, hits mostly activators; 2.4% of 320,000 active;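 note: potency is the fitted concentration of half-maximal effect; % of control where 0% means no effect; nearly all actives have a fitted effect of over 60% in size; reporter is driven by a mutant NPC1 promoter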
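Readout is luciferase luminescence, reflecting NPC1 promoter activation in stably transfected Huh7 cells after 24 h compound exposure at 37 °C in reduced-serum medium with 10% FBS.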
PKM2 act – qHTS Assay for Activators of Human Muscle isoform 2 Pyruvate Kinase; Pyruvate kinase PKM (Homo sapiens), P14618; 0.34% of 260,000 active; AID 1631, 2009; purified PKM2, Kinase-Glo ATP luminescence, activation; response scale: 0% is enzyme alone, no compound; Potency, µM (series often up to 57.5 µM), for the others: at the highest dose activation, usual class: activators; note: potency is the fitted concentration of half-maximal effect; % is set by controls: 0 for no effect and ±100 for the full control effect; nearly all actives have a fitted effect of over 55% in size
Target sequence (P14618 whole entry, looked up, canonical isoform): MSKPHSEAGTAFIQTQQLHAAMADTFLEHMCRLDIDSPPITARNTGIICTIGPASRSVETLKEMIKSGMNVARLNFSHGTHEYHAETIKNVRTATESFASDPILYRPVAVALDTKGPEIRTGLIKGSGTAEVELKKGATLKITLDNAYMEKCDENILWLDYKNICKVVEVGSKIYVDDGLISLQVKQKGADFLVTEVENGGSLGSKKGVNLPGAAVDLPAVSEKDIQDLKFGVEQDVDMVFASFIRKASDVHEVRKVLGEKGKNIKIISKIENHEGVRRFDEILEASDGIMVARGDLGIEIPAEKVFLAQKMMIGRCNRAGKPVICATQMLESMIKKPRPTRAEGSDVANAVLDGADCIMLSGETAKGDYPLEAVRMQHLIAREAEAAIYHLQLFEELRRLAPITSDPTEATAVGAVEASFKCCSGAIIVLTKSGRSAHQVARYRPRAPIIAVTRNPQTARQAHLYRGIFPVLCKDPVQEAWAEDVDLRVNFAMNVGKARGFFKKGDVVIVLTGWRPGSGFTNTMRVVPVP
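Purified hPK-M2 (>95% pure) converted ADP (0.1 mM final) to ATP with 0.5 mM PEP in 50 mM imidazole pH7.2, KCl, MgCl2, Tween 20, BSA; 1 h at room temperature. ATP detected by Kinase-Glo luminescence.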
BRCA1 expr act – qHTS Assay to Identify Small Molecule Activators of BRCA1 Expression; 1.1% of 380,000 active; Potency, µM (doses to about 46.1 µM), without a hit: at the top dose activation, actives largely listed as activators; MCF7-BRCA1-FFLuc reporter, luminescence, 48 h; response scale: scaled: vehicle 0%, 10 µM genistein 100%; note: potency is the fitted concentration of half-maximal effect; nearly all actives have a fitted effect of over 80% in size; some results filed as inactive show a strong effect at the top dose
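Cells: MCF7-BRCA1-FFLuc, 2000/well. Exposure: 48 h, 37 °C, 5% CO2. Read: luminescence, 15 min post-substrate. Controls: genistein 10 microM (maximal activation), DMSO (neutral).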
Menin MLL FP TR – qHTS Assay for Inhibitors Targeting the Menin-MLL Interaction in MLL Related Leukemias: Competition With Texas Red Labeled MLL-derived Mutant Peptide. AID 1768, 2009. Potency, µM (top dose mostly 61.6 µM), without a hit: at the top dose FP activity change, negative = inhibition, actives largely listed as inhibitors. Menin + Texas Red MLL mutant peptide, fluorescence polarization. 0.23% of 270,000 active; active = well fitted inhibition curve with a large enough effect in the polarisation, with a control signal flat, not every such curve was filed as active; inconclusive = small, poorly fitted or top-dose-only effect, or effect the other way, or a change in a side signal; inactive = no such curve, though single readings can be large or run the other way; the % refers to the polarisation; note: potency is the fitted concentration of half-maximal effect; % of control where 0% means no effect; many of its hits are not listed in these tables
FLuc counter – qHTS profiling assay for firefly luciferase inhibitor/activator using purifed enzyme and Km concentrations of substrates (counterscreen for miR-21 project); Luciferin 4-monooxygenase (Photinus pyralis), P08659; purified FLuc, Km substrates, luminescence inhibition; Potency, µM (series often up to 57.5 µM), inactives show top-dose activity change, negative = inhibition, hits mostly inhibitors; 6.9% of 360,000 active; AID 588342, 2011;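 note: potency is the fitted concentration of half-maximal effect; plate controls were vehicle for no effect and reference inhibitor for full effect; nearly all actives have a fitted effect of over 55% in size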
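Purified P. pyralis luciferase (10nM final) with 10uM D-luciferin and 10uM ATP (Km levels) in 50mM Tris acetate pH 7.5, 10mM Mg acetate, 0.01% Tween-20, 0.05% BSA; qHTS 6-point titration, ~60 µM downward; luminescence read.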
RORgamma inh – qHTS for inhibitors of ROR gamma transcriptional activity | Potency, µM (doses to about 53.6 µM), without a hit: top-dose activity change, negative = inhibition, usual class: inhibitors | 5.4% of 310,000 active | AID 2551, 2010 | Drosophila S2 Gal4-RORgamma UAS-luciferase reporter, 20 h | Nuclear receptor ROR-gamma (Mus musculus), P51450; note: potency is the fitted concentration of half-maximal effect; % is set by controls: 0 for no effect and ±100 for the full control effect; nearly all actives have a fitted effect of over 60% in size
Target sequence (P51450 whole entry, looked up, the tested form may be a part): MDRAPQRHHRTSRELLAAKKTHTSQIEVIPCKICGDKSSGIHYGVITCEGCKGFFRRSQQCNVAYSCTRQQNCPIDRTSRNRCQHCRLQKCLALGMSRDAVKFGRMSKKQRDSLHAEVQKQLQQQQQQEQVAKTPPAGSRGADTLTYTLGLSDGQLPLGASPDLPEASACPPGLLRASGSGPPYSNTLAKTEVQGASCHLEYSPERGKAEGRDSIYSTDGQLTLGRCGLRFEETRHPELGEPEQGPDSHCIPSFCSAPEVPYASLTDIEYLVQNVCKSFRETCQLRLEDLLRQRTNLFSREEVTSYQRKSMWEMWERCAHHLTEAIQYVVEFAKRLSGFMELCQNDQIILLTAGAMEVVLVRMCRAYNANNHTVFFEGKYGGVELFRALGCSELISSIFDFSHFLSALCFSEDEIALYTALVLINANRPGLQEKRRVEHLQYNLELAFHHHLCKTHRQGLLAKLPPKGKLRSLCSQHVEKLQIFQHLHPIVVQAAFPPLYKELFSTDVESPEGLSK
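A Gal4/UAS one-hybrid system in insect cells: metallothionein-promoter Gal4–ROR gamma fusion plus Photinus luciferase reporter. Copper sulfate 700 uM final, 20 hr ambient incubation, luminescent detection after 10 min with reagent.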
p53 reactivation – qHTS assay for re-activators of p53 using a Luc reporter | H1299 p53-A138V BP100-luciferase reporter, luminescence, 24 h | Potency, µM (doses to about 92.2 µM), inactives show at the highest dose activity change, positive = activation, most hits filed as activators | 0.063% of 320,000 active | AID 504706, 2011; note: potency is the fitted concentration of half-maximal effect; % of control where 0% means no effect; nearly all actives have a fitted effect of over 45% in size
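p53-null H1299 cells stably carrying temperature-sensitive p53-A138V and a BP100-luciferase reporter were pinned with compounds (4-point, 1:5 series) and held 24 hrs at 37 deg C. Luminescence was read 10 min after detection reagent.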
Rab9 promoter act – qHTS Assay for Rab9 Promoter Activators; Huh7 Rab9 promoter-luciferase reporter, luminescence, 24 h; Potency, µM (series often up to 9.22 µM), without a hit: at the top dose activation, negative = inhibition, usual class: activators; 2.8% of 320,000 active; note: potency is the fitted concentration of half-maximal effect; % of control where 0% means no effect; nearly all actives have a fitted effect of over 60% in size
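Promoter activation is measured as luciferase luminescence in Huh7 cells stably transfected with a Rab9 promoter–luciferase construct, following 24 h compound exposure at 37 °C and 10 min reagent incubation at ambient temperature.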
Giardia killer – Small Molecules that selectively kill Giardia lamblia: qHTS; 0.15% of 340,000 active; activity change, % at 7.66 µM, hits read low; Giardia lamblia trophozoite viability; AID 540267, 2011; in the data active = activity change below about -80%; inconclusive = between about -30% and that limit;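 note: parasites exposed to compound for two days anaerobically before the ATP read; % is set by controls: 0 for no effect and ±100 for the full control effect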
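Trophozoite viability was measured as ATP-dependent luminescence, read 15-30 min after reagent addition. Before that, parasites at 100 cells/well were exposed to compounds for 48 h, anaerobically, at 37 deg C.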
ELG1 genotox – qHTS screen for small molecules that induce genotoxicity in human embryonic kidney (HEK293T) cells expressing luciferase-tagged ELG1; 1.3% of 330,000 active; Potency, µM (top dose mostly 46 µM), without a hit: at the top dose activity change, positive = activation, hits mostly activators; HEK293T ELG1-luciferase reporter, luminescence, 16 h; note: potency is the fitted concentration of half-maximal effect; % of control where 0% means no effect; nearly all actives have a fitted effect of over 60% in size
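Genotoxic stress is detected as increased luminescence from luciferase-tagged ELG1 in HEK293T cells, measured with ONE-Glo after a 16 hr treatment at 37 °C.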
Gal4-VP16 FLuc – VP16 counterscreen qHTS for inhibitors of ROR gamma transcriptional activity. Potency, µM (series often up to 53.6 µM), without a hit: at the top dose activity, negative = inhibition, usual class: inhibitors. 3.5% of 310,000 active. Drosophila S2 Gal4-VP16 UAS-luciferase, luminescence, 20 h;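 note: Gal4-VP16 expression switched on by copper sulfate through the metallothionein promoter; potency is the fitted concentration of half-maximal effect; % is set by controls: 0 for no effect and ±100 for the full control effect; nearly all actives have a fitted effect of over 50% in size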
* marks the source's active call; other numbers are inactive results; ? = inconclusive; · = no result given; & = joins results of further samples; [ ] = another dose, or the depositor's remark. Unless noted, calls come from the whole dose curve; as a rule, active = well fitted curve in the direction sought with a large enough effect; inconclusive = small, poorly fitted or top-dose-only effect, or another doubt; inactive = no such curve, though single readings can be large; an effect the other way counts as inactive or inconclusive. These rows are one share of the data; the hit share may differ from the screen's.

SMILES	NPC1 promoter act	PKM2 act	BRCA1 expr act	Menin MLL FP TR	FLuc counter	RORgamma inh	p53 reactivation	Rab9 promoter act	Giardia killer	ELG1 genotox	Gal4-VP16 FLuc
CC1CN(S(=O)(=O)c2cccc(C(=O)N(CCc3ccccc3)Cc3ccccc3)c2)CC(C)O1 (centres undefined)	-15%	·	-41%	·	3%	·	7%	4%	0	-11%	·
Cc1ccnc(Nc2nc3ccccc3o2)n1	?	-58%	-47%	-11%	3µM*	4.5µM*	-6%	0.4µM*	?	1.2µM*	7.9µM*
CCn1c(=O)cc(OCC(=O)NCCCN2CCCC2=O)c2ccccc21	-4%	-8%	-27%	-8%	-2%	-42%	-4%	-11%	-8	?	-11%
CCSc1nnc(NC(=O)CCc2ccc(OC)cc2)s1	2%	3%	6%	5%	?	19%	1%	-1%	18	-1%	6%
NC(=O)N1CCC2(CC1)NC(=O)N(c1ccccc1)N2	-6%	7%	-4%	10%	-3%	-42%	0%	0%	-7	16%	-21%
CCCOc1ccc(/C=N/NC(=O)CN(c2ccc(OCC)cc2)S(C)(=O)=O)cc1	1%	8%	-30%	·	-7%	3%	1%	-3%	?	-7%	-7%
CCN(CC)C(=O)C(=O)c1cccn1-c1cccc(-n2cccc2C(=O)C(=O)N(CC)CC)c1C#N	-1%	3%	15%	-14%	2%	?	-4%	12%	0	0%	-28%
Nc1c(C(=O)Nc2ccccc2F)sc2nc(-c3cccnc3)ccc12	16%	-3%	2%	·	?	-17%	3%	26%	-21	?	21%
COc1ccc(C(=O)NNC(=O)CSc2nnc(C)n2C)cc1	-6%	8%	0%	1%	-1%	-19%	-3%	-5%	-25	-1%	8%
OCC1(Cc2ccccc2C(F)(F)F)CCN(Cc2ccc3c(c2)CCO3)CC1	1%	0%	-1%	-16%	4%	-10%	-3%	-12%	6	-4%	0%
Cc1ccn2cc(CCNC(=O)C3CCCCC3)nc2c1	-4%	5%	20%	4%	6%	-9%	0%	2%	-15	-5%	-2%
Cn1c(=O)c2c(nc3n2CC(COc2ccc(Cl)cc2)O3)n(C)c1=O (centres undefined)	0%	1%	-11%	6%	4%	2%	?	-4%	-13	-11%	4%
CC1=C(C(=O)Nc2ccccc2F)C(c2ccsc2)C2=C(CC(c3ccccc3)CC2=O)N1 (centres undefined)	0%	2%	-71%	-20%	-19%	31%	-2%	-4%	3	-4%	1%
O=c1[nH]c(=S)[nH]c2c1C(c1ccc(Br)cc1)c1c([nH]c(=S)[nH]c1=O)O2	1%	·	-45%	56%[activator]	?	-12%	-4%	0%	19	1%	0%
CC(/C=C/c1ccccc1)=N/NC(=O)c1nc2nc(C)cc(C)n2n1	-3%	·	-11%	-1%	-1%	?	-7%	13%	10	-3%	-3%
O=C1CCC(C(=O)Nc2cc(C(F)(F)F)ccc2-n2cncn2)=NN1	-3%	0%	-11%	8%	0%	12%	-3%	4%	25	1%	0%
COc1cccc(CN2CCN(C(=O)c3cc(-c4cccnc4)nc4ccc(C)cc34)CC2)c1	-2%	0%	-22%	-28%	?	44%	-6%	-2%	-16	-12%	-2%
O=C(Nc1ccc(Cc2ccncc2)cc1)C1CC1	-4%	-6%	0%	-9%	-9%	4%	-15%	1%	6	4%	-1%
Cc1ccc(C(=O)Cn2c(=N)n(N)c3ccccc32)cc1	?	-2%	3%	-11%	?	3%	?	?	4	?	-7%
CC(=O)c1ccc(S(=O)(=O)N(CC(=O)NC2CC2)Cc2ccc(F)cc2)cc1	2%	·	12%	·	2%	·	6%	3%	-17	2%	·
CCOc1ccc(Nc2ccc(S(=O)(=O)N3CCN(C)CC3)cc2[N+](=O)[O-])cc1OCC	-1%	·	1%	·	4%	·	-1%	-3%	-6	-2%	·
CCn1c(SCC(=O)Nc2sc3c(c2C(N)=O)CCC(C)C3)nnc1-c1ccco1 (centres undefined)	-2%	4%	-32%	15%	?	9%	-2%	1%	13	-1%	-4%
CCN(CC)CCCNC(=O)c1cc(-c2cccc(Cl)c2)on1	0%	-22%	0%	13%	6%	-2%	-11%	9%	31[activator]	2%	-2%
COc1nonc1NC(=O)CSc1nc2ccccc2[nH]1	-8%	-1%	28%	1%	-5%	-14%	21%	2%	-17	2%	-1%
Nc1c(N)c2ccccc2oc1=O	8%	-14%	-25%	8%	-13%	30%	12%	1%	-3	5%	16%

(continued)
SMILES	NPC1 promoter act	PKM2 act	BRCA1 expr act	Menin MLL FP TR	FLuc counter	RORgamma inh	p53 reactivation	Rab9 promoter act	Giardia killer	ELG1 genotox	Gal4-VP16 FLuc
N#CCSc1nnc(SCC#N)s1	-8%	-2%	2%	·	2%	-4%	3%	-2%	7	1%	2%
CCN1C(=O)N[C@@H](c2ccc(Br)cc2)C(C(=O)OC)=C1C	-1%	-16%	3%	-15%&-21%	2%	0%&18%	-6%	1%	-5	1%	-2%&1%
CCOc1ccc(S(=O)(=O)N2CCCCC2)cc1NC(=O)CN1CCCC1c1cccs1 (centres undefined)	-19%	·	-27%	·	·	·	1%	-24%	4	2%	·
Cc1cccc(NCCC(=O)c2ccc(Br)cc2)c1	7%	6%	62%	29%	?	31%	4%	29%	-5	1%	0%
CN(Cc1ccon1)C(=O)CC1C(=O)NCCN1Cc1ccc(F)c(F)c1 (centres undefined)	-3%	0%	6%	·	1%	-17%	-10%	0%	8	1%	?
CCOC(=O)c1cc(CC)sc1NC(=O)COC(=O)c1ccccn1	-1%	·	20%	·	-1%	·	5%	2%	-21	2%	·
Cc1ncc(CO)c2c1Oc1nc(-c3ccccc3)nc(SCC(=O)Nc3cccc(O)c3)c1C2	-21%	·	-72%	·	-5%	0%	0%	3%	5	?	?
CC1=CC(C)(C)N2C(=O)C3(C(C#N)=C(N)OC4=C3C(=O)CC(C)(C)C4)c3cccc1c32 (centres undefined)	0%	3%	·	-4%	-1%	?	-3%	1%	·	-2%	-3%
CN(CC(=O)N1CCCC1)S(=O)(=O)c1ccc2ccccc2c1	-3%	-2%	-4%	-13%	3%	6%	-2%	-11%	31[activator]	-1%	8%
CC1(C)CC(=O)C2=C(C1)Nc1ccccc1NC2c1ccc2c(c1)OCO2 (centres undefined)	-2%	0%	1%	-20%	-1%	-6%	1%	4%	0	1%	3%
CC(OC(=O)C1CSC2(c3ccc(F)cc3)CCC(=O)N12)C(=O)NC(N)=O (centres undefined)	1%	-11%	-6%	-2%	-3%	-2%	3%	-4%	-12	-1%	8%
CC(=O)c1cccc(NC(=O)CSCc2ccc(Br)cc2)c1	2%	0%	-9%	3%	-2%	13%	-11%	-11%	0	-1%	-8%
Cc1ccc(N(CC(=O)Nc2ccc3c(c2)OCCO3)S(=O)(=O)c2c(C)n[nH]c2C)cc1	-6%	3%	-2%	11%	3%	23%	-12%	-8%	5	0%	-8%

Just Rab9 promoter act and BRCA1 expr act, for 4 of the compounds above:
SMILES,Rab9 promoter act,BRCA1 expr act
CC(OC(=O)C1CSC2(c3ccc(F)cc3)CCC(=O)N12)C(=O)NC(N)=O (centres undefined),-4%,-6%
OCC1(Cc2ccccc2C(F)(F)F)CCN(Cc2ccc3c(c2)CCO3)CC1,-12%,-1%
CCn1c(=O)cc(OCC(=O)NCCCN2CCCC2=O)c2ccccc21,-11%,-27%
Cc1ccn2cc(CCNC(=O)C3CCCCC3)nc2c1,2%,20%

Entries of single compounds from above:
`CN(Cc1ccon1)C(=O)CC1C(=O)NCCN1Cc1ccc(F)c(F)c1` (centres undefined) in the list: NPC1 promoter act = -3%; PKM2 act = 0%; BRCA1 expr act = 6%; Menin MLL FP TR = ·; FLuc counter = 1%; RORgamma inh = -17%; p53 reactivation = -10%; Rab9 promoter act = 0%; Giardia killer = 8; ELG1 genotox = 1%; Gal4-VP16 FLuc = ?
`CC(=O)c1cccc(NC(=O)CSCc2ccc(Br)cc2)c1` in the list: NPC1 promoter act = 2%; PKM2 act = 0%; BRCA1 expr act = -9%; Menin MLL FP TR = 3%; FLuc counter = -2%; RORgamma inh = 13%; p53 reactivation = -11%; Rab9 promoter act = -11%; Giardia killer = 0; ELG1 genotox = -1%; Gal4-VP16 FLuc = -8%
